# Cardiac RTF inh: cardiac RTF calcium sensitivity inhibitors, primary screen, biochemical, IANBD-TnC fluorescence, EC70 calcium | Troponin I, cardiac muscle (Homo sapiens) + Troponin T, cardiac muscle (Homo sapiens) + … | IANBD-labeled cardiac RTF, Ca2+ fluorescence | inhibition, % at 7.15 µM | 340,000 tested, 0.12% active;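 active means inhibition above the mean inhibition of all tested compounds plus 3 SD, cut at about 17% in these data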;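 further: assay run at fixed EC70 calcium of 1.6 mM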
# CAL PDZ FP-1: CAL PDZ peptide-binding inhibitors, primary screen, biochemical, fluorescence polarization, Cer-tagged CAL PDZ, HTS; purified CAL PDZ, TMR-peptide fluorescence polarization, 1 h; AID 504414, 2011; inhibition, % at 20 µM; Golgi-associated PDZ and coiled-coil motif-containing protein (Homo sapiens), Q9HD26; 330,000 tested, 0.02% active;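 active means highest replicate inhibition of at least 40%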;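 further: plate controls were DMSO neutral control wells for no effect and unlabeled competitor peptide control wells for full effect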
#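 Material: tagged CAL PDZ domain; buffer or medium: 25 mM sodium phosphate pH 7.4, 150 mM NaCl, TCEP, IgG, Thesit; compound dosing: single point, 20 µM; schedule: 1 h incubation at room temperature before polarization reading; measured by: FP readout, S and P plane fluorescence; read-out basis: percent inhibition from loss of millipolarization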
# V-ATPase pHluor: regulators of yeast V-ATPase proton pumping, primary screen, pHLuorin cytosolic pH fluorescence | response, % at 10 µM | AID 504577, 2011 | 350,000 tested, 0.37% active | S. cerevisiae; in the data active means response mostly above about 7.3%, no sharp cut-off; inactive means mostly below about 5.4%; further: actives read high; inactives centre near 0; some compounds called inactive have numbers as strong as hits; reference of the scale not given here
# NSD2 HMT inh: NSD2 histone methyltransferase inhibitors, primary screen, biochemical, AlphaScreen, single concentration, set 2; Histone-lysine N-methyltransferase NSD2 (Homo sapiens), O96028; NSD2 peptide methylation, 120 min; inhibition, % at 12.5 µM; 310,000 tested, 0.54% active; AID 743445, 2014; in the data active means inhibition above about 50%
# CAL PDZ FP-2: untagged CAL PDZ binding inhibitors, primary screen, biochemical, fluorescence polarization, HTS. inhibition, % at 24.9 µM. Golgi-associated PDZ and coiled-coil motif-containing protein (Homo sapiens), Q9HD26. purified CAL PDZ, TMR-peptide fluorescence polarization, 1 h. AID 602252, 2012. 300,000 tested, 0.92% active;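 active means mean inhibition of at least 30% with at least half of replicates also reaching 30%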;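 further: 0% = DMSO neutral control and 100% = excess unlabeled competitor peptide PRC23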
# Arrestin-AP2 inh: inhibitors of beta-arrestin/AP2 binding, primary screen, biochemical, GPCR trafficking, flow cytometry; beta-arrestin 1 C-terminal peptide binding to AP2 beta2-adaptin appendage (human); 340,000 tested, 0.31% active; inhibition, % at 10 µM; FITC-arrestin peptide / GST-AP2 beads; AP2 beta2 appendage carries R879A mutation;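 active means inhibition above a set limit, near 3 SD of compounds lacking own fluorescence, cut at about 54% in these data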;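 further: plate controls were DMSO wells for no effect and 5 µM unlabelled arrestin peptide for full effect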
#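 Measured by: flow cytometry, FL1 (488/535 nm); Material: AP2 appendage R879A on GSH beads; Evaluation: percent response; Timing: pre-incubation 12 min, peptide binding 1 h, room temperature; Also added: 50 nM FITC-arrestin peptide; Medium: PBS with 0.05% Tween 20 and 0.1% BSA.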
# DSG3 Ab inh: inhibitors of pemphigus antibody binding to DSG3, primary screen, biochemical, bead-based, flow cytometry, scFv-GFP; Desmoglein-3 (Homo sapiens), P32926; DSG3-coupled beads, scFv-anti-DSG3-GFP binding; active compounds read low; binding (percent of control), % at 10 µM; 310,000 tested, 0.48% active;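 active means binding more than 3 SD below its plate's average and above zero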;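 further: hits lower antibody fragment binding to DSG3; some compounds called inactive have numbers as strong as hits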
# DAGLB inhibitor: DAGLB lipase inhibitors, primary screen, biochemical, fluorescence, HTS. Diacylglycerol lipase-beta (Homo sapiens), Q8NCG7. 340,000 tested, 0.059% active. inhibition, % at 5.17 µM. HEK293T DAGLB membrane lysate, EnzChek fluorogenic substrate; in the data active means inhibition above about 34%;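 further: 0% = enzyme with vehicle and 100% = wells lacking enzyme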
# Keap1-Nrf2 PPI: Keap1-Nrf2 protein-protein interaction inhibitors, primary screen, biochemical, fluorescence polarization, single point. Kelch-like ECH-associated protein 1 (Homo sapiens), Q14145. 340,000 tested, 0.15% active. inhibition, % at 9.4 µM. Keap1 Kelch-Nrf2 peptide fluorescence polarization, 1536-well; in the data active means inhibition above about 12%;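 further: human Keap1 Kelch domain with fluorescein labeled Nrf2 9mer peptide probe; 0% = neutral control wells and 100% = peptide positive control; higher means more block of Keap1 binding to Nrf2 peptide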
# Target sequence (Q14145 whole entry, looked up, the tested form may be a part): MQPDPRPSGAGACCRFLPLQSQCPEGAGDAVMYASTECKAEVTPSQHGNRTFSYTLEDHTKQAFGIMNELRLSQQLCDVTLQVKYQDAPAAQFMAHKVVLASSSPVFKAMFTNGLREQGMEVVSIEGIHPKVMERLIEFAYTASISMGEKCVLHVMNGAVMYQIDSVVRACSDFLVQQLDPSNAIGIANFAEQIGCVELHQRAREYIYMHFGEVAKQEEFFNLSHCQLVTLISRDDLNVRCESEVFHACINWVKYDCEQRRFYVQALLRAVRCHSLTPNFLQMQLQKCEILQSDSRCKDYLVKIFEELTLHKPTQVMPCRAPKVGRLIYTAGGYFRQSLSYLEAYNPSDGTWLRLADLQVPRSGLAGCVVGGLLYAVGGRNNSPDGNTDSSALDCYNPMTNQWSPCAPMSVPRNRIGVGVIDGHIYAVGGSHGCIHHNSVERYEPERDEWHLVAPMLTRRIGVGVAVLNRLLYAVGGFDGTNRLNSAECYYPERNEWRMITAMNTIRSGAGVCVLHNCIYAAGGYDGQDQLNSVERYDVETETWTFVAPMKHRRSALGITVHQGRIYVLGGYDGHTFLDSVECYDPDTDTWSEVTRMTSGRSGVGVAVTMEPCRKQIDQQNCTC
# C-LANA FP: inhibitors of KSHV C-LANA binding to DNA, primary screen, biochemical, fluorescence polarization, FAM-LBS DNA, MBP-C-LANA, single point. Kaposi's sarcoma herpesvirus LANA C-terminal domain (residues 932-1162) DNA binding. inhibition, % at 9 µM. 340,000 tested, 0.078% active;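 active means highest replicate inhibition at or above 60% at 9 µM, even if other replicates fall short; inactive means all replicates below 60% inhibition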;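 further: 0% = neutral control wells and 100% = 4 µM acridine orange control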
# Active calls of the source: *; . = no result given. Some of the compounds tested. The share of hits here may be higher or lower than overall.
SMILES,Cardiac RTF inh,CAL PDZ FP-1,V-ATPase pHluor,NSD2 HMT inh,CAL PDZ FP-2,Arrestin-AP2 inh,DSG3 Ab inh,DAGLB inhibitor,Keap1-Nrf2 PPI,C-LANA FP
CN(C(=O)C1CCN(S(=O)(=O)c2cccs2)CC1)c1ccccc1,9.4,-1.0,0.6,1.6,.,-21.6,104.6,-0.5,-0.9,-0.3
COc1ccccc1C(=O)Nc1ccc2c(c1)nc1n2CCSC1,2.4,-2.1,5.1,-0.1,-4.9,0.3,102.9,-0.8,-0.8,3.6
COc1ccc(-c2cc(=Nc3ccc(C(=O)O)cc3)c3cc(C)ccc3o2)cc1,-6.8,-4.1,-3.8,7.9,-0.9,17.1,120.8,-10.1,-5.0,0.3
O=C(c1ccccc1-c1nc2ccccc2[nH]1)N1CCCCC1,-11.7,.,1.1,13.4,-6.1,-4.2,.,0.6,-4.3,3.3
O=S(=O)(Nc1ccc2c(c1)OCO2)c1cccs1,-1.9,-0.3,-1.1,5.5,-0.3,7.0,.,-3.2,5.0,0.8
O=C(NNc1ccccc1[N+](=O)[O-])Nc1ccccc1,-7.9,-0.5,-0.9,1.5,-3.0,5.6,96.9,-0.1,0.3,-0.2
CCOC(=O)C1CCN(C(=O)C(=O)Nc2ccc3nc4n(c(=O)c3c2)CCCCC4)CC1,-8.5,0.0,3.3,.,.,17.9,105.0,0.0,-5.0,-0.7
Cc1ccccc1CN1N=C(/C=C/c2ccccc2)CCC1=O,-0.6,-0.1,-0.2,-4.9,7.7,13.2,104.0,-10.2,-6.8,-1.9
Cc1ccc(C(=O)CSc2nnc(CNc3nc(-c4ccccc4)cs3)n2C)cc1,-4.0,-0.1,-0.9,0.2,-5.4,8.2,112.0,-9.0,0.9,-0.1
Cc1ncoc1C(=O)NCc1ccccc1Cl,-2.1,.,4.7,-5.8,1.3,-5.2,101.0,-1.9,1.5,3.6
CCC(=O)Nc1c(S(=O)(=O)c2ccccc2)c2nc3ccccc3nc2n1C(C)c1ccccc1 (configuration not stated),-0.9,-2.2,-1.5,-2.6,-5.1,19.1,89.3,-3.5,0.2,-0.3
CC(=O)N1c2c(cc(Br)cc2S(=O)(=O)N2CCCCC2)CC1C (configuration not stated),-13.2,-2.9,-0.3,-1.9,-1.2,5.5,.,-2.0,-5.0,0.6
CSC1=NCCN1C(=O)Cc1ccc(-c2ccccc2)cc1,-11.2,-2.4,0.5,-2.8,-3.0,-2.8,.,-1.0,-7.0,0.5
O=C(NCCCCCCNC(=O)c1cncc(O)c1)c1cncc(O)c1,-1.7,-2.3,-0.4,-0.3,-1.0,34.3,95.2,-1.2,-4.3,0.4
O=C(O)C1C2C=CC(C2)C1C(=O)NCCc1ccccc1 (configuration not stated),-2.1,0.1,0.6,.,-4.6,9.0,109.8,1.9,-2.1,-0.2
COc1cccc(C(=O)N2CCN(Cc3ccccn3)CC2)c1,-4.7,-1.8,-1.5,3.5,8.3,-20.8,102.9,-2.7,0.7,0.7
C[C@@H](O)c1nc2ccccc2n1N,0.1,-2.3,0.8,-1.2,.,-0.8,119.9,0.8,-1.9,-0.8
N#Cc1c(C(F)(F)F)cc(=O)[nH]c1SCC(=O)O,-9.2,-0.1,2.8,3.7,-4.1,-4.4,100.7,0.4,1.6,-0.4
O=C(N/N=C/c1ccc[nH]1)c1ccccc1O,-1.9,-1.2,-0.7,3.0,.,26.3,100.8,0.6,2.3,1.5
Cc1ccc(C(=O)N/C(=C/c2ccco2)C(=O)N2CCOCC2)cc1,-10.2,-2.1,-0.6,-1.4,0.7,-1.3,98.4,0.6,-3.3,0.0

# 3 structures already listed, sorted by length of the SMILES, lowest first.
SMILES,Cardiac RTF inh,CAL PDZ FP-1,V-ATPase pHluor,NSD2 HMT inh,CAL PDZ FP-2,Arrestin-AP2 inh,DSG3 Ab inh,DAGLB inhibitor,Keap1-Nrf2 PPI,C-LANA FP
C[C@@H](O)c1nc2ccccc2n1N,0.1,-2.3,0.8,-1.2,.,-0.8,119.9,0.8,-1.9,-0.8
N#Cc1c(C(F)(F)F)cc(=O)[nH]c1SCC(=O)O,-9.2,-0.1,2.8,3.7,-4.1,-4.4,100.7,0.4,1.6,-0.4
Cc1ccc(C(=O)N/C(=C/c2ccco2)C(=O)N2CCOCC2)cc1,-10.2,-2.1,-0.6,-1.4,0.7,-1.3,98.4,0.6,-3.3,0.0

# The main list resumes, starting 2 compounds before the break.
SMILES,Cardiac RTF inh,CAL PDZ FP-1,V-ATPase pHluor,NSD2 HMT inh,CAL PDZ FP-2,Arrestin-AP2 inh,DSG3 Ab inh,DAGLB inhibitor,Keap1-Nrf2 PPI,C-LANA FP
O=C(N/N=C/c1ccc[nH]1)c1ccccc1O,-1.9,-1.2,-0.7,3.0,.,26.3,100.8,0.6,2.3,1.5
Cc1ccc(C(=O)N/C(=C/c2ccco2)C(=O)N2CCOCC2)cc1,-10.2,-2.1,-0.6,-1.4,0.7,-1.3,98.4,0.6,-3.3,0.0
CCOc1ccc(NCc2cc3cc(OC)ccc3[nH]c2=O)cc1,5.3,-3.4,-1.6,2.8,-5.3,19.8,99.4,2.2,-2.7,-0.5
Cc1csc(NC(=O)CSc2nnc(CCNC(=O)c3ccc(Cl)c(Cl)c3)n2C)n1,-5.6,0.1,1.5,-0.8,-0.1,10.5,95.5,4.9,5.6,-0.4
CN(Cc1ccccc1)C(=O)c1[nH]cnc1C(=O)NCC(=O)OC(C)(C)C,1.4,-0.3,2.8,.,-0.4,0.8,102.5,1.2,-2.3,-0.8
O=c1oc2ccccc2c(CNc2ccccc2)c1[N+](=O)[O-],-0.5,0.4,-0.4,-1.9,-3.5,6.4,102.0,0.6,0.0,3.5
